# Bioassay records from PubChem.
# PhoP inhibition: PhoP-dependent GFP reporter repression – Salmonella Typhimurium, primary screen (AID 1863) | 0.16% of 300,000 active | S. Typhimurium PhoP-regulated promoter GFP reporter, 4 h; higher % means a stronger effect | one-dose inhibition, % at 50 µM; IC50 in µM for titrated hits;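 active means inhibition over 29.93%, a cutoff 3 SD above the screen mean, later confirmed by dose response; inconclusive means inhibition over 29.93% but no dose response follow-up; inactive means inhibition at most 29.93% or unconfirmed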;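 further: 0% = low Mg2+ inducing control and 100% = high Mg2+ repressing control; strong numbers were not always called active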
# Dynein transport: dynein cargo transport inhibition; 3617.4 mouse cells, GR-EGFP nuclear translocation imaging; test concentration mostly 20 µM; stimulated with dexamethasone, 1 µM; stronger effect = lower value; z-score, hits read low; 0.47% of 220,000 active; AID 1381;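 active means plate z-score of nuclear minus cytoplasmic receptor signal below a set negative limit, without overly bright fluorescence or cell loss, cut at about -3.5 in these data, passing the limit was not always enough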;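 further: z-score of nuclear minus cytoplasmic ring GR-EGFP intensity difference per well; some compounds called inactive have numbers as strong as hits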
#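 Buffer or medium: tet-free, stripped-serum medium; Also added: dexamethasone, 1.0 µM final; Technique: high-content fluorescence imaging after fixation; Times: 48 h induction, 1 h compound, 30 min dex at 37 °C; Read-out: per-cell GR-EGFP intensity, nucleus versus surrounding cytoplasmic ring, well-averaged.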
# ER stress rescue: rescue of cells from ER stress-induced death, primary screen, 384-well, CSM14.1, thapsigargin, ATP luminescence (AID 1222); CSM14.1 thapsigargin-induced death rescue, ATP luminescence; higher % means a stronger effect; one-dose cellular ATP content (survival), % at 20 µM; EC50 in µM for titrated hits; 190,000 tested, under 10 active;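 active means EC50 below 50 µM in the dose-response confirmation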;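 further: death triggered by thapsigargin at about 15 µM added after 2 h compound pretreatment; cell ATP read after overnight thapsigargin exposure of roughly 18 to 22 hours; normalized against plate controls of thapsigargin alone and 5% DMSO vehicle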
# bCat nuc transl: alters nuclear translocation of beta-catenin in HeLa cells; immunofluorescence imaging; nuclear translocation activity, % at 5 µM; AID 1665; 0.3% of 190,000 active;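 active means nuclear translocation activity above 50% at 5 µM, with a well cell count of 50 or more; inconclusive means wells under 50 cells across six images, flagged as toxic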;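 further: per-cell ratio of nuclear to cytoplasmic median beta-catenin stain intensity; plate controls were DMSO negative control for no effect and GSK-3 inhibitor IX positive control for full effect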
#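 Test system: human HeLa cell line; Doses: 5 µM primary, 0.02–20 µM confirmation; Incubation: 24 h compound exposure, 37°C; Detection: beta-catenin immunofluorescence imaging with DAPI; Read-out: beta-catenin nuclear/cytoplasmic ratio, % activation.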
# T cell modulator: T cell immune modulation candidate; 2C CD8+ T cell-vesicle binding, flow cytometry; stronger effect = lower value; calls only at 7 µM; 0.068% of 330,000 active;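 active means response, share of CD8 T cells binding vesicles, and their 90th percentile fluorescence all below set limits, cut at about 80% in these data, passing the limit was not always enough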
#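 incubation = binding step 1.5 h, 37 °C, antibody labelling 20 min, ice | test system = 2C mouse CD8+ T cells | read-out basis = percent CD8+ FL2 mean versus row control | controls = Peptide-free naked vesicles (low) and QL9 vesicles with 0.7% DMSO vehicle (high) | detection = flow cytometry of vesicle-bound cells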
# Lipid droplet: modulators of hepatic lipid droplet formation; 0.4% of 240,000 active; AID 1656; AML12 mouse hepatocytes, oleate lipid droplets, BODIPY imaging; inhibition, % at 6.5 µM;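 active means lipid droplet intensity inhibited by at least 50%, with more than 500 cells counted; inconclusive means wells with under 300 cells, treated as cytotoxic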
#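 Assay system: AML12 hepatocytes (mouse) / Also added: 100 µM oleic acid challenge / Times: overnight treatment with compound plus oleate / Detection: high-content imaging of BODIPY-stained droplets and DAPI nuclei / Evaluation: % inhibition of lipid droplet signal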
# Ins promoter up: MIN6 insulin promoter up-regulation | MIN6 insulin promoter-GFP reporter, high-content imaging; stronger effect = higher value | z-score at 5 µM | 0.3% of 190,000 active | AID 1625;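 active means z-score above 3 at 5 µM with at least 500 cells counted in the well; inconclusive means wells under 500 cells, flagged as cytotoxic or low count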
# MT stabilize HCS: stabilizes microtubules in HeLa cells; HeLa tubulin immunostaining HCS, 24 h; share of cells brighter than vehicle mean+2SD; % tubulin-high responders, % at 10 µM; 0.83% of 200,000 active; AID 2205;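 active means plate Z-score above 3 for both tubulin-high and condensed-nucleus cell shares, with cell loss under 80%, at 10 µM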;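 further: anti alpha tubulin signal scored within the nucleus-defined area of each cell; some results filed as inactive read as strong as hits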
# Autophagy mod: alters autophagy in cells | MEF GFP-LC3 puncta imaging; test concentration mostly 10 µM | calls only at 10 µM (by protocol) | 0.98% of 190,000 active;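 active means percentage of spot-positive cells more than 3 SD above its plate mean, without a fluorescence outlier flag or 80% toxicity; inconclusive means no clear call, values can overlap the other calls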;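 further: spot-positive cell cutoff set from DMSO-treated cells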
# Dynein transport cytoplasmic EGFP: further read-out of Dynein transport, marked with its call; z-score; measured here: cytoplasmic GR-EGFP intensity; stronger effect = higher value
# Dynein transport nuclear GR-EGFP: further read-out of Dynein transport, marked with its call; z-score; measured here: nuclear GR-EGFP intensity;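 lower value marks the stronger effect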
# Dynein transport cell count: second read-out of Dynein transport, no call of its own (marks repeat the call); z-score; measured here: cell count per field
# Ins promoter up cell count: second read-out of Ins promoter up, no call of its own (marks repeat the call); cell count; measured here: cytotoxicity, nuclei count;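 total cells summed across four imaged fields per well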
# Lipid droplet cells 6.5 µM: second read-out of Lipid droplet, no call of its own (marks repeat the call); cell count; measured here: cell count, cytotoxicity flag;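 cells counted across two imaged fields per well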
# bCat nuc transl cell count 5 µM: recorded beside bCat nuc transl, whose call it bears; cell count; measured here: cell count, cytotoxicity flag
# T cell modulator vesicle-bound %: further read-out of T cell modulator, marked with its call; double positive events, %; measured here: CD8+ vesicle-bound cell fraction;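 binding gate set so that unloaded-vesicle control wells show 10% double positive cells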
# MT stabilize HCS Hoechst-high %: further read-out of MT stabilize HCS, marked with its call; % Hoechst-high responders; measured here: nuclear condensation Hoechst responders;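 share of cells brighter than vehicle mean plus two SD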
# MT stabilize HCS cytotoxicity %: recorded beside MT stabilize HCS, whose call it bears; toxicity, %; measured here: cytotoxicity by cell density;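 0% = mean cell density of plate MIN control wells and 100% = no cells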
# Autophagy mod cell loss 18 h: further read-out of Autophagy mod, marked with its call; toxicity, %; measured here: cell loss, nuclei count;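 cell loss after 18 h compound exposure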
# * marks the source's active call; other numbers are inactive results; i = inactive; ? = inconclusive; nt = not tested or not shown.
SMILES,PhoP inhibition,Dynein transport,Dynein transport cytoplasmic EGFP,Dynein transport nuclear GR-EGFP,Dynein transport cell count,ER stress rescue,bCat nuc transl,bCat nuc transl cell count 5 µM,T cell modulator,T cell modulator vesicle-bound %,Lipid droplet,Lipid droplet cells 6.5 µM,Ins promoter up,Ins promoter up cell count,MT stabilize HCS,MT stabilize HCS Hoechst-high %,MT stabilize HCS cytotoxicity %,Autophagy mod,Autophagy mod cell loss 18 h
COc1ccc(Br)cc1CNC(=O)CCCc1cn(C)c2ccccc12,7%,-0.082,-0.3,0.65,0.14,-2.5%,-1.8,566,i,31,70*,731*,-0.07,1408,2.7,1.8,9.6,i,-1
Cc1cc(NC(=O)c2ccc3nc(-c4ccccc4)c(-c4ccccc4)nc3c2)no1,-9%,-1.1,-0.03,-0.36,0.15,-3.4%,nt,nt,i,30,-4,715,-0.6,1384,3.7,2.0,3.7,i,3
O=C(COc1ccc(F)cc1)Nc1nccs1,4%,-0.94,-0.16,-0.43,0.28,-3.5%,-1.9,1002,i,38,-1,751,-0.17,1185,2.9,2.3,6.0,i,4
O=C(N/N=C/c1ccc(Cl)cc1)C(=O)N1CCCCCC1,4%,-0.78,-0.29,-0.56,0.41,-2.7%,-1.3,1433,i,50,4,678,-0.64,1588,3.3,4.2,7.4,i,-1
Cc1noc(C)c1C(=O)OCC(=O)Nc1cc(Cl)ccc1Oc1ccccc1,2%,-0.57,-0.033,-0.27,0.067,0.8%,nt,nt,i,20,14,797,nt,nt,1.4,1.3,8.9,i,-3
COc1cccc(C(=O)N2CCN(Cc3ccccc3[N+](=O)[O-])CC2)c1,0%,-0.4,-0.26,-0.3,-0.29,3.9%,1.8,567,i,47,11,691,-0.28,1260,3.9,2.0,3.9,i,7
CCOC(=O)Cc1csc(NC(=S)NC(=O)c2cccc([N+](=O)[O-])c2)n1,-2%,1.1,-0.14,0.75,-0.63,-3.7%,-1.0,961,i,45,-9,698,-0.28,1303,3.2,2.2,5.9,i,7
Nc1ccc2c(c1)C(=O)Cc1ccccc1S2,17%,1.1,-0.25,0.47,-1.1,3.9%,1.3,458,i,4,17,772,0.8,1300,3.4,3.0,0.0,i,-9
CC1CCN(c2cc(N3CCOCC3)c([N+](=O)[O-])cc2F)CC1,7%,1.4,-0.21,0.28,-1.2,0.5%,-1.0,752,i,34,nt,nt,0.81,941,1.2,1.6,5.6,i,44
CCOc1cc(C(=O)O)cc(Cl)c1OC,-4%,-0.6,-0.19,-0.34,-1.1,-1.1%,-0.8,1176,i,30,2,730,nt,nt,3.0,1.9,4.2,i,1
COC(=O)C(Cc1ccccc1)NC(=S)NC(=O)c1ccccc1 (stereo unspecified),-3%,0.02,-0.28,0.29,-0.39,nt,-2.5,1080,i,54,0,694,nt,nt,4.1,2.7,7.6,i,-3
COCc1cc(C)nc(SCC[N+](C)(C)CC(=O)c2ccccc2)c1C#N,-3%,-0.02,-0.28,-0.018,0.018,-1.3%,3.1,555,i,55,-3,751,nt,nt,2.6,1.6,8.4,i,6
O=C(Cc1cccs1)N1CCN=C1SCc1cccc(F)c1,4%,-0.062,-0.16,0.87,-1.1,nt,1.8,1306,i,36,33,701,nt,nt,nt,nt,nt,nt,nt
CCn1c(SCC(=O)c2ccc(CNC(C)=O)o2)nnc1-c1cccs1,2%,0.14,-0.38,-0.0025,0.14,4.5%,5.2,1343,i,22,nt,nt,-0.16,1632,3.3,2.6,9.4,i,13
O=C(CSc1ccc(Cl)cc1)Nc1cccc(NC(=O)c2ccco2)c1,-2%,-0.51,-0.18,0.41,0.1,-1.3%,1.3,1394,i,29,nt,nt,-0.02,1318,3.1,1.9,5.5,i,-15
Cc1ccnc2ccc(-c3nc4ccccc4o3)cc12,0%,0.9,0.58,0.49,0.22,-0.6%,0.0,808,i,19,nt,nt,0.07,1213,10,5.6,12,i,-22
Nc1cc(N)cc(-c2nc3ccccc3[nH]2)c1,13%,-1,-0.13,-0.55,0.56,-0.6%,-1.5,1092,i,18,-1,654,0.04,1934,2.8,2.2,15,i,8
COc1ccc(C(=O)Nc2nc(C)cc(C)n2)cc1,-9%,-0.48,-0.21,-0.33,0.64,-1.9%,0.5,1513,i,28,-10,725,0.56,1440,1.5,1.3,8.1,i,1
COc1ccc(NC(=O)CSc2nnc(-c3ccncc3)n2CC2CCCO2)c(OC)c1 (stereo unspecified),-8%,-0.18,-0.22,-0.15,0.51,-2.4%,-1.3,1051,i,5,2,630,0.34,1973,2.7,2.2,1.0,i,-4
Cc1c(C(=O)NCc2ccc3c(c2)OCO3)oc2ccccc12,-5%,-0.037,-0.27,0.018,0.82,0.4%,0.3,1141,i,43,-9,704,nt,nt,4.2,1.7,5.3,i,-8
Cc1cc(NS(=O)(=O)c2ccc(NC(=O)c3cc4c(=O)n5ccccc5nc4s3)cc2)nc(C)n1,4%,0.34,0.49,0.75,-0.51,0.8%,-1.6,1051,nt,nt,0,681,-0.1,1552,3.0,2.0,2.1,i,32
Cc1cc(C(=O)CSc2nncn2C)c(C)n1-c1ccccc1,10%,-1.1,1.6,-0.32,0.5,nt,-2.2,1151,i,36,4,716,0.14,1337,4.2,1.6,8.1,i,2
Cc1cc(C)c2nc(SCC(=O)NCCN3C(=O)CSC3=O)cc(C)c2c1,12%,1.2,-0.045,0.97,-1.4,2.5%,-2.0,1155,i,3,3,632,0.15,1561,5.6,1.6,7.9,i,5
O=c1cc(CN2CCN(S(=O)(=O)c3ccccc3[N+](=O)[O-])CC2)nc2sccn12,-11%,0.48,-0.34,0.92,-0.52,2.2%,-2.9,1085,i,47,10,659,-0.25,1353,4.1,3.4,6.3,i,-1
CCOc1ccc(-n2c(-c3ccc(Br)cc3)c[n+]3c2CCCCC3)cc1,21%,-0.58,-0.32,-0.19,0.45,4.9%,0.4,1084,i,39,-8,657,?,nt,3.3,1.5,7.1,i,13

# (list continues)
SMILES,PhoP inhibition,Dynein transport,Dynein transport cytoplasmic EGFP,Dynein transport nuclear GR-EGFP,Dynein transport cell count,ER stress rescue,bCat nuc transl,bCat nuc transl cell count 5 µM,T cell modulator,T cell modulator vesicle-bound %,Lipid droplet,Lipid droplet cells 6.5 µM,Ins promoter up,Ins promoter up cell count,MT stabilize HCS,MT stabilize HCS Hoechst-high %,MT stabilize HCS cytotoxicity %,Autophagy mod,Autophagy mod cell loss 18 h
Cc1nc2nc(SCC(=O)C(C)(C)C)[nH]c2cc1Br,1%,-0.056,-0.22,0.14,0.13,-0.5%,nt,nt,i,21,nt,nt,nt,nt,1.6,2.9,11,i,5
O=C(N[C@@H](Cc1ccccc1)C(=O)O)c1ccc(C(F)(F)F)cc1,-4%,0.22,-0.25,0.44,-0.7,-1.0%,-1.1,1043,i,28,2,741,1,1418,3.3,1.5,0.8,i,54
O=C(c1cc2c(s1)CCC2)N1CCN(c2ccccc2)CC1,-7%,0.49,-0.21,0.066,0.32,-2.9%,1.5,1168,i,25,14,838,0.36,813,2.7,2.5,5.7,i,-39
COc1ccccc1CCn1c(N)c(C#N)c2nc3ccccc3nc21,5%,-0.019,0.81,0.74,0.35,-2.9%,-1.0,1115,i,22,1,529,1.4,1905,1.5,1.1,7.2,i,-36
Cc1nnc2sc(SCc3ccccc3)nn2c1=O,3%,-1,-0.18,-0.5,1.6,-2.7%,-0.3,1110,i,41,-6,673,-0.89,1366,4.0,2.9,7.0,i,-11
C/C(=N\NS(=O)(=O)c1cccc([N+](=O)[O-])c1)c1cc2ccccc2o1,-7%,-0.48,-0.18,-0.094,-0.13,-0.7%,-3.9,1149,i,32,-2,745,0.36,869,1.1,0.9,9.2,i,-16
COc1ccc(C(=S)N2CCCCC2)cc1Br,6%,0.17,-0.27,0.31,0.02,-2.5%,0.4,1494,i,63,12,766,-0.4,1473,1.7,2.7,6.6,i,-11
COc1ccc(NC2CC(=O)N(c3cc([N+](=O)[O-])ccc3C)C2=O)cc1 (stereo unspecified),-12%,-0.34,-0.023,0.4,-0.0029,3.0%,-3.9,1088,i,29,23,690,0.02,1572,2.9,1.0,4.7,i,-13
CC(=O)Oc1ccc(C(=O)Nc2ccccc2C(=O)N2CCCCC2)cc1,-2%,-0.14,-0.16,-0.25,0.29,0.9%,-2.3,1013,i,43,0,637,-0.16,1462,2.1,1.5,1.1,i,-5
O=C(c1ccccc1)c1c[nH]c(C(=O)NCCCN2CCOCC2)c1,-2%,0.026,-0.22,-0.62,0.014,0.1%,nt,nt,i,35,nt,nt,nt,nt,3.7,2.5,2.8,i,2
Cc1cc(-c2csc(NC(=O)c3ccc(S(=O)(=O)N(C)C)cc3)n2)c(C)n1-c1ccccc1,41%,0.25,-0.21,-0.1,0.13,-1.9%,0.0,515,i,9,-21,566,0.05,1248,2.5,2.2,7.0,i,16
